FAS-TE inh: FAS thioesterase (human) inhibition; P49327; recombinant FAS-TE, OMFH fluorogenic substrate, fluorescence endpoint; inhibition, % at 15 µM; 360,000 compounds, 0.67% hits; AID 602261;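 active means compounds whose normalised, plate-corrected inhibition of enzyme fluorescence in the single-dose primary screen is 50% or more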;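 further: 0% = DMSO with enzyme and 100% = substrate without enzyme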
CendR NRP1 mod: NRP-1/CendR interaction modulation; O14786; FAM-RPARPAR peptide binding to NRP-1, fluorescence polarization; inhibition, % at 25 µM; 360,000 compounds, 0.85% hits; AID 602438;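 active means inhibition or corrected inhibition above about 18%, plus a signal ratio from 0.5 to 1.5, limit read from the data, passing the limit was not always enough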; further: strong numbers were not always called active
Rin1-Abl PPI inh: inhibitors of human Rin1-Abl protein interaction | inhibition, % at 7.35 µM | P00519+Q13671 | TR-FRET Rin1/Abl binding, biochemical | 360,000 compounds, 0.4% hits; in the data active means inhibition above about 5%, passing the limit was not always enough
MsrA inh: inhibitors of bovine MsrA. purified bovine MsrA, absorbance read-out. inhibition, % at 15.5 µM. 360,000 compounds, 0.75% hits; in the data active means inhibition above about 4.5%;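 further: 0% = vehicle wells with enzyme and 100% = reference inhibitor wells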
Neddylation inh: inhibitors of human cullin neddylation; P61081+Q13564; TR-FRET cullin neddylation, biochemical; calls only at 25 µM; 360,000 compounds, 0.58% hits; in the data active means inhibition above about 36%
Target sequence (P61081 whole entry, looked up): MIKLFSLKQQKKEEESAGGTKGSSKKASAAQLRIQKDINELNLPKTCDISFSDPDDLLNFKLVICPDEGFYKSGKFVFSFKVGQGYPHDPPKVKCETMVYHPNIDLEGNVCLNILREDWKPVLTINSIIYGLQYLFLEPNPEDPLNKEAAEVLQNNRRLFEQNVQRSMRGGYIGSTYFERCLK
Target sequence (Q13564 whole entry, looked up): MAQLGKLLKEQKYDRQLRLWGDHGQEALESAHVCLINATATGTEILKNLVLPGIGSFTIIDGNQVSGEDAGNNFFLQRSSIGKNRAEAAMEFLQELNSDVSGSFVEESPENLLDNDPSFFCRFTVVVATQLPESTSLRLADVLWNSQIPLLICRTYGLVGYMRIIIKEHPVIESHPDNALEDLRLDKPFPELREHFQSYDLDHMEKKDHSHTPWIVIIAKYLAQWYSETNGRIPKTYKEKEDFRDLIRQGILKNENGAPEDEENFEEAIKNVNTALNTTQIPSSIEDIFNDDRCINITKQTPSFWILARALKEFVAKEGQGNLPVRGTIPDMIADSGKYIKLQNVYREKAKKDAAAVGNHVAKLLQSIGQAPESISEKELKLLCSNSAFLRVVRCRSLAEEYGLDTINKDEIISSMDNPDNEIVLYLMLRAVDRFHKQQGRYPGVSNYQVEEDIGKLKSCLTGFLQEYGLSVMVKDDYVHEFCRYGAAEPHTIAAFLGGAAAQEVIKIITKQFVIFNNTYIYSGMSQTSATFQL
SKN-1 inh: C. elegans SKN-1 inhibition. AID 624304. C. elegans VP596 Pgst-4::GFP/RFP ratio, acrylamide-induced, 24 h. 360,000 compounds, 0.49% hits. inhibition, % at 21.8 µM;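 active means interference check ratio from 0.5 to 1.5 plus GFP to RFP signal ratio inhibition reaching or exceeding a fixed threshold, cut at about 30% in these data, passing the limit was not always enough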; further: some compounds called inactive have numbers as strong as hits
E coli Lon inh: inhibitors of E. coli Lon protease | P0A9M0 | purified E. coli Lon protease, fluorescence polarization | inhibition, % at 7.94 µM | 360,000 compounds, 0.42% hits; in the data active means inhibition above about 13%, passing the limit was not always enough;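 further: 0% = enzyme with probe and DMSO and 100% = no enzyme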
MT1-MMP act inh: inhibitors of human MT1-MMP activation. HT1080 RFP-PRO-GFP cells, GFP/RFP ratio fluorescence, overnight; percent of plate control window, DMSO zero. GFP/RFP ratio change, % at 20 µM. 360,000 compounds, 0.061% hits;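 active means GFP/RFP ratio change of at least 30% with cell ATP level not reduced by more than half and red fluorescence within 50% of control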; further: strong numbers were not always called active
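Assay system – RFP-PRO-GFP reporter HT1080 cells · Compound dosing – single dose of 20 µM compound, 1% DMSO final · Incubation – overnight compound exposure at 37 °C · Measure – GFP/RFP fluorescence ratio · Benchmarks – DMSO wells and RFP-L50D-GFP cells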
MsrA act: bovine methionine sulfoxide reductase A activation; purified bovine MsrA, absorbance read-out; activation, % at 10.6 µM; 360,000 compounds, 0.3% hits; AID 602163; in the data active means activation above about 7.5%;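 further: 0% = vehicle and 100% = reference activator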
* marks the source's active call; other numbers are inactive results.

Start of the listing, in advance (2 entries):
What do the screens show for `Cc1ccc2oc(=O)cc(CN3CCOCC3)c2c1`?
FAS-TE inh: -7; CendR NRP1 mod: 1; Rin1-Abl PPI inh: 0; MsrA inh: 0.7; Neddylation inh: inactive; SKN-1 inh: 8; E coli Lon inh: -1; MT1-MMP act inh: 1; MsrA act: 0

How did COC(=O)c1ccc(CNS(=O)(=O)c2ccc3ccccc3c2)cc1 do in these assays?
FAS-TE inh: 5; CendR NRP1 mod: 14; Rin1-Abl PPI inh: 3; MsrA inh: -0.7; Neddylation inh: inactive; SKN-1 inh: 2; E coli Lon inh: 4; MT1-MMP act inh: 1; MsrA act: -1

The listing, repeating the preview:
What do the screens show for `Cc1ccc2oc(=O)cc(CN3CCOCC3)c2c1`?
FAS-TE inh: -7; CendR NRP1 mod: 1; Rin1-Abl PPI inh: 0; MsrA inh: 0.7; Neddylation inh: inactive; SKN-1 inh: 8; E coli Lon inh: -1; MT1-MMP act inh: 1; MsrA act: 0

How did COC(=O)c1ccc(CNS(=O)(=O)c2ccc3ccccc3c2)cc1 do in these assays?
FAS-TE inh: 5; CendR NRP1 mod: 14; Rin1-Abl PPI inh: 3; MsrA inh: -0.7; Neddylation inh: inactive; SKN-1 inh: 2; E coli Lon inh: 4; MT1-MMP act inh: 1; MsrA act: -1

How did COc1ccccc1NC(=O)c1sc2ncn(CC(=O)N3CCC(C)CC3)c(=O)c2c1C do in these assays?
FAS-TE inh: -6; CendR NRP1 mod: 7; Rin1-Abl PPI inh: -2; MsrA inh: 1.1; Neddylation inh: inactive; SKN-1 inh: 3; E coli Lon inh: -4; MT1-MMP act inh: 3; MsrA act: -2

How did Cc1cccc(Oc2cc(NC(=O)c3ccccc3)cc([N+](=O)[O-])c2)c1 do in these assays?
FAS-TE inh: 35; CendR NRP1 mod: 1; Rin1-Abl PPI inh: -2; MsrA inh: 1.5; Neddylation inh: inactive; SKN-1 inh: -3; E coli Lon inh: -2; MT1-MMP act inh: -20; MsrA act: -3

What do the screens show for `O=C(Nc1ccc([N+](=O)[O-])cc1)c1cccc(S(=O)(=O)Nc2ccccn2)c1`?
FAS-TE inh: -2; CendR NRP1 mod: -8; Rin1-Abl PPI inh: 0; MsrA inh: -0.5; Neddylation inh: inactive; SKN-1 inh: 9; E coli Lon inh: -6; MT1-MMP act inh: 1; MsrA act: 0

Results for Cc1ccnc(NC(c2ccccc2O)c2oc(CO)cc(=O)c2O)c1 (centres undefined) ?
FAS-TE inh: -5; CendR NRP1 mod: -14; Rin1-Abl PPI inh: 27*; MsrA inh: 1.5; Neddylation inh: inactive; SKN-1 inh: 5; E coli Lon inh: 5; MT1-MMP act inh: 5; MsrA act: -3

What do the screens show for `COCCN(Cc1cc2cc(C)c(C)cc2nc1Cl)C(=O)Nc1ccccc1`?
FAS-TE inh: 5; CendR NRP1 mod: -4; Rin1-Abl PPI inh: 2; MsrA inh: -1.2; Neddylation inh: inactive; SKN-1 inh: 10; E coli Lon inh: 0; MT1-MMP act inh: -11; MsrA act: -11

What do the screens show for `CCN(CC)C(=O)c1ccc2c(c1)nnn2C`?
FAS-TE inh: -14; CendR NRP1 mod: 4; Rin1-Abl PPI inh: 1; MsrA inh: 0.9; Neddylation inh: inactive; SKN-1 inh: 6; E coli Lon inh: -5; MT1-MMP act inh: 1; MsrA act: -2

What do the screens show for `O=C(Oc1ccccc1)N(c1ccccc1)c1ccccc1`?
FAS-TE inh: 19; CendR NRP1 mod: 2; Rin1-Abl PPI inh: 2; MsrA inh: 0.6; Neddylation inh: inactive; SKN-1 inh: 7; E coli Lon inh: -1; MT1-MMP act inh: 2; MsrA act: -1

How did C/C(=N\NC(=O)c1c(Br)c(C)nn1C)c1ccc(NC(=O)c2ccoc2C)cc1 do in these assays?
FAS-TE inh: -5; CendR NRP1 mod: 4; Rin1-Abl PPI inh: -4; MsrA inh: 0.1; Neddylation inh: inactive; SKN-1 inh: -3; E coli Lon inh: -3; MT1-MMP act inh: 4; MsrA act: -4

What do the screens show for `COc1cc(NC(=O)c2ccc(F)cc2)c(OC)cc1NC(=O)CN1CCCCC1`?
FAS-TE inh: 1; CendR NRP1 mod: 5; Rin1-Abl PPI inh: 2; MsrA inh: 1.7; Neddylation inh: inactive; SKN-1 inh: 7; E coli Lon inh: 5; MT1-MMP act inh: 5; MsrA act: -1

How did CC(=O)Oc1ccc(OC(C)=O)c(SCCCCCCl)c1 do in these assays?
FAS-TE inh: 3; CendR NRP1 mod: 9; Rin1-Abl PPI inh: 1; MsrA inh: 1.2; Neddylation inh: inactive; SKN-1 inh: 8; E coli Lon inh: 2; MT1-MMP act inh: -11; MsrA act: -1

Results for CCOc1ccccc1N(CC(=O)NC1CCCC1)C(=O)CCC(=O)Nc1cc(C)on1 ?
FAS-TE inh: -8; CendR NRP1 mod: 12; Rin1-Abl PPI inh: 0; MsrA inh: 0.9; Neddylation inh: inactive; SKN-1 inh: -12; E coli Lon inh: -5; MT1-MMP act inh: 3; MsrA act: -5

Results for COC(=O)c1sc(NC(=O)C(C)C)c(C(=O)OC)c1C ?
FAS-TE inh: 3; CendR NRP1 mod: -6; Rin1-Abl PPI inh: 2; MsrA inh: 0.4; Neddylation inh: inactive; SKN-1 inh: 3; E coli Lon inh: -10; MT1-MMP act inh: -4; MsrA act: 0

Results for COc1ccc(OCc2cc(C(=O)N(C)Cc3cc(C4CC4)n[nH]3)no2)c(Cl)c1 ?
FAS-TE inh: -10; CendR NRP1 mod: -3; Rin1-Abl PPI inh: 2; MsrA inh: -1.1; Neddylation inh: inactive; SKN-1 inh: -4; E coli Lon inh: -7; MT1-MMP act inh: 2; MsrA act: -1

How did COc1cc(CCC(=O)OCC(=O)Nc2cc(S(=O)(=O)N3CCOCC3)ccc2Cl)cc(OC)c1OC do in these assays?
FAS-TE inh: 7; CendR NRP1 mod: 0; Rin1-Abl PPI inh: 2; MsrA inh: -1.3; Neddylation inh: inactive; SKN-1 inh: -5; E coli Lon inh: -5; MT1-MMP act inh: 0; MsrA act: -11

What do the screens show for `O=C(CCC(=O)Nc1ccc(F)cc1)N/N=C/c1c[nH]c2ccccc12`?
FAS-TE inh: 0; CendR NRP1 mod: -1; Rin1-Abl PPI inh: -2; MsrA inh: 1.2; Neddylation inh: inactive; SKN-1 inh: -4; E coli Lon inh: 14; MT1-MMP act inh: 2; MsrA act: 0

Results for N#Cc1ccc(CSc2nnc(-c3cccnc3)n2-c2ccccc2)cc1 ?
FAS-TE inh: -6; CendR NRP1 mod: -3; Rin1-Abl PPI inh: 7; MsrA inh: -0.8; Neddylation inh: inactive; SKN-1 inh: 12; E coli Lon inh: -8; MT1-MMP act inh: 2; MsrA act: -3

How did O=C(Nc1ccc(-c2nnc(-c3ccco3)o2)cc1)C(c1ccccc1)c1ccccc1 do in these assays?
FAS-TE inh: 20; CendR NRP1 mod: -10; Rin1-Abl PPI inh: 2; MsrA inh: 0.3; Neddylation inh: inactive; SKN-1 inh: 12; E coli Lon inh: -7; MT1-MMP act inh: 3; MsrA act: -1

Results for Cc1ccccc1OCC(=O)O/N=C(\N)Cc1ccc(Cl)cc1 ?
FAS-TE inh: 14; CendR NRP1 mod: 0; Rin1-Abl PPI inh: 3; MsrA inh: -1.1; Neddylation inh: inactive; SKN-1 inh: 1; E coli Lon inh: -7; MT1-MMP act inh: 0; MsrA act: 0

What do the screens show for `CC(C)(C)C(O)C(Cc1ccccc1Cl)n1cncn1` (centres undefined)?
FAS-TE inh: -4; CendR NRP1 mod: 16; Rin1-Abl PPI inh: -1; MsrA inh: -0.5; Neddylation inh: inactive; SKN-1 inh: 6; E coli Lon inh: 17; MT1-MMP act inh: -4; MsrA act: -12

Results for O=c1[nH]c(/C=C/c2cccc(Br)c2)nc2ccccc12 ?
FAS-TE inh: 1; CendR NRP1 mod: 1; Rin1-Abl PPI inh: -3; MsrA inh: -1.9; SKN-1 inh: -1; E coli Lon inh: 9; MT1-MMP act inh: 1; MsrA act: -1

Results for O=C(Nc1cccc(C(=O)NC2CCCCC2)c1)c1ccccc1 ?
FAS-TE inh: 0; CendR NRP1 mod: 6; Rin1-Abl PPI inh: -2; MsrA inh: 0.2; Neddylation inh: inactive; SKN-1 inh: 8; E coli Lon inh: -2; MT1-MMP act inh: 0; MsrA act: -2

What do the screens show for `Cn1cc(CNC(=O)C2CCC(=O)N(Cc3ccc(Cl)cc3)C2)cn1` (centres undefined)?
FAS-TE inh: -6; CendR NRP1 mod: 0; Rin1-Abl PPI inh: -3; MsrA inh: 0.0; Neddylation inh: inactive; SKN-1 inh: 8; E coli Lon inh: 3; MT1-MMP act inh: 1; MsrA act: -2

Results for COc1ccc(NC(=O)C(c2ccc(Cl)cc2)C(C)C)cn1 (centres undefined) ?
FAS-TE inh: 2; CendR NRP1 mod: -11; Rin1-Abl PPI inh: -2; Neddylation inh: inactive; SKN-1 inh: -3; E coli Lon inh: -12; MT1-MMP act inh: -9; MsrA act: -1

What do the screens show for `Cc1ccc2c(c1)C(=O)CC1(CCCC1)O2`?
FAS-TE inh: -11; CendR NRP1 mod: 13; Rin1-Abl PPI inh: 1; MsrA inh: -0.5; Neddylation inh: inactive; SKN-1 inh: -15; E coli Lon inh: -11; MT1-MMP act inh: 2; MsrA act: -4

Results for CCn1cc(-c2cc(C(=O)O)on2)c(C)n1 ?
FAS-TE inh: -4; CendR NRP1 mod: 2; Rin1-Abl PPI inh: 5; MsrA inh: 0.8; Neddylation inh: inactive; SKN-1 inh: 3; E coli Lon inh: 14; MT1-MMP act inh: -1; MsrA act: -6

What do the screens show for `COc1ccc([C@@H]2C[C@H]3[C@@H](CN2S(=O)(=O)c2ccccc2)C(=O)C[C@@H](c2ccc(C)cc2)N3S(=O)(=O)c2ccc(C)cc2)cc1`?
FAS-TE inh: 36; CendR NRP1 mod: -16; Rin1-Abl PPI inh: 1; MsrA inh: 1.4; Neddylation inh: inactive; SKN-1 inh: 2; E coli Lon inh: 0; MT1-MMP act inh: 1; MsrA act: -7

What do the screens show for `Cc1ccc(OCCSc2nc3ccccc3n2CC(=O)O)cc1`?
FAS-TE inh: 6; CendR NRP1 mod: -10; Rin1-Abl PPI inh: 4; MsrA inh: 0.8; Neddylation inh: inactive; SKN-1 inh: -2; E coli Lon inh: -1; MT1-MMP act inh: 3; MsrA act: -5

What do the screens show for `CS(=O)(=O)Nc1ccc(N2CCCCC2)c(Cl)c1`?
FAS-TE inh: -6; CendR NRP1 mod: -8; Rin1-Abl PPI inh: 1; MsrA inh: -0.2; Neddylation inh: inactive; SKN-1 inh: 8; E coli Lon inh: -10; MT1-MMP act inh: 7; MsrA act: -4

Results for CC(C)(C)OC(=O)N1CCC(C(=O)Nc2cccc(C(=O)NCCc3ccccc3)c2)CC1 ?
FAS-TE inh: 1; CendR NRP1 mod: 0; Rin1-Abl PPI inh: -3; MsrA inh: -0.5; Neddylation inh: inactive; SKN-1 inh: -19; E coli Lon inh: -4; MT1-MMP act inh: 3; MsrA act: -5

How did O=C(NC1CCCC1)c1noc2c1CCCCC2 do in these assays?
FAS-TE inh: -6; CendR NRP1 mod: 4; Rin1-Abl PPI inh: 1; MsrA inh: 1.1; Neddylation inh: inactive; SKN-1 inh: -8; E coli Lon inh: -4; MT1-MMP act inh: 1; MsrA act: -4

Results for CC(C)N(C(=O)Cn1cc(S(=O)(=O)CC(=O)Nc2ccccc2)c2ccccc21)C(C)C ?
FAS-TE inh: -1; CendR NRP1 mod: -2; Rin1-Abl PPI inh: -1; MsrA inh: -0.5; Neddylation inh: inactive; SKN-1 inh: 0; E coli Lon inh: -4; MT1-MMP act inh: -5; MsrA act: -2

How did CCCCCCCCCCOC(=O)Cn1c(COc2ccccc2OC)[n+](C)c2ccccc21 do in these assays?
FAS-TE inh: -28; CendR NRP1 mod: -2; Rin1-Abl PPI inh: 1; MsrA inh: -0.1; Neddylation inh: inactive; SKN-1 inh: -12; E coli Lon inh: -2; MT1-MMP act inh: -13; MsrA act: -3

What do the screens show for `N#Cc1c2n(c3c(N)ncnc13)CCCCC2`?
FAS-TE inh: -4; CendR NRP1 mod: -1; Rin1-Abl PPI inh: 2; MsrA inh: -0.7; Neddylation inh: inactive; SKN-1 inh: -3; E coli Lon inh: -5; MT1-MMP act inh: -2; MsrA act: 1
